Screening results deposited in PubChem BioAssay by The Scripps Research Institute Molecular Screening Center.
Tn7 DDE FP – DD(E)-Tn7 binding inhibition, primary FP screen; 0.13% of 370,000 active; FP displacement of FITC-Tn7 peptide from fibrin DD(E); 0% = median of compound wells per plate; P02675; inhibition, % at 8.3 µM;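 active = inhibition above the mean of compounds falling within the control limits plus 3 SD of them, cut at about 14% in these data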;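 note: 0% = plate median of compound wells and 100% = 10 µM Aha-Tn7 peptide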
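Also added: labelled Tn7 tracer, 0.1 µM; Assay system: human fibrin DD(E) protein; Amount: 2 µM fibrin DD(E); Schedule: 10 min compound pre-incubation, 3 h probe incubation at room temperature; Repeats: one replicate per compound; Read-out basis: percent inhibition; Measured by: fluorescence polarization of the labelled Tn7 tracer.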
LEDGF integ inh – blocks HIV-1 LEDGF/p75-dependent DNA integration; TR-FRET IN-LEDGF/p75 DNA integration, Eu/Cy5; inhibition, % at 3.7 µM; 0.64% of 370,000 active; AID 743269;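 active = inhibition above the screen-wide mean plus 3 SD, cut at about 13% in these data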;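 note: signal is the Cy5 over europium emission ratio at 671 and 618 nm; 0% = plate median of compound wells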
UHRF1 MBD2 ctr – UHRF1 methyl-DNA binding inhibition | UHRF1 binding to methylated oligo, TR-FRET | inhibition, % at 4.4 µM | 0.75% of 370,000 active | AID 687016; in the data active = inhibition above about 21%;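 note: UHRF1 SRA domain binding a hemimethylated CpG hairpin DNA probe; 0% = median of test compound wells and 100% = reference inhibitor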
Target sequence (Q96T88 whole entry, looked up, the tested form may be a part): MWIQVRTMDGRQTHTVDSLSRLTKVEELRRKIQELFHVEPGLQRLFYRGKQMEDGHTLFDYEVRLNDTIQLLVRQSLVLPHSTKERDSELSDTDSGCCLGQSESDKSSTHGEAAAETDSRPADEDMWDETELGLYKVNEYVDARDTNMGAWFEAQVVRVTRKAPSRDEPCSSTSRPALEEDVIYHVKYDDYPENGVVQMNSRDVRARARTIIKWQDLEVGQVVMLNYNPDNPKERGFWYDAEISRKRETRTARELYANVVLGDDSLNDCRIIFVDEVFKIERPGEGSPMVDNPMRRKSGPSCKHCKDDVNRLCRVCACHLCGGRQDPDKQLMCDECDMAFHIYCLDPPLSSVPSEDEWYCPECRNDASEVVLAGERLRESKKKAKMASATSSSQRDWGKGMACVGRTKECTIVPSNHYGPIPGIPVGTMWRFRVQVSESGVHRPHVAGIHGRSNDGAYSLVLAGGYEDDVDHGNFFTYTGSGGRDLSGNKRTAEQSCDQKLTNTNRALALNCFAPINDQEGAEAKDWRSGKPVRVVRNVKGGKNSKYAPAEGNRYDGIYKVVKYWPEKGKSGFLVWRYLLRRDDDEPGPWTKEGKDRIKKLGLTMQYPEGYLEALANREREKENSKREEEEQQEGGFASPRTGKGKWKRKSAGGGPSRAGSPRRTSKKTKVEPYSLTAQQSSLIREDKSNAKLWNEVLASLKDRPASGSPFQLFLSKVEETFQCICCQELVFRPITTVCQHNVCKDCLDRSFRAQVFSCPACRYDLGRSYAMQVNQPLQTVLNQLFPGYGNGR
SIAE inh – inhibitors of human sialic acid acetylesterase SIAE | Q9HAT2 | inhibition, % at 9.66 µM | SIAE FP-Rh probe binding, fluorescence polarization | 0.69% of 370,000 active | AID 1053197;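 active = inhibition above a cutoff: mean of compounds within the control limits plus 3 SD of those, cut at about 17% in these data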;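 note: 0% = plate median of compound wells and 100% = probe without SIAE protein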
TCR-CD3 inh – blocks the human TCR-CD3 interaction. TAMRA-labeled TCR probe fluorescence, biochemical. inhibition, % at 9.4 µM. 0.37% of 360,000 active. AID 651800; in the data active = inhibition above about 19%;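 note: recombinant mutant TCR 2C K166C tagged with TAMRA read by polarization; 0% = receptor in buffer alone and 100% = receptor with positive control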
mABHD4 FP – inhibitors of mouse ABHD4 | purified mABHD4, FP-Rh probe fluorescence polarization | inhibition, % at 8.92 µM | 0.54% of 370,000 active | AID 720543;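 active = inhibition exceeding the mean over every tested compound plus 3 SD, cut at about 30% in these data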;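 note: 0% = plate median of compound wells and 100% = S159A mutant with DMSO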
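Test system: mABHD4 protein | Buffer or medium: HEPES pH 7.0 buffer, 150 mM NaCl, 0.01% Pluronic F-127 | Probe or stimulus: FP-Rh fluorescent activity-based probe, added after compound pre-incubation | Timing: Pre-incubation 45 min, probe exposure 60 min, at 25 °C | Technique: Fluorescence polarization, excitation 525 nm, emission 598 nm, BODIPY TMR filters | Repeats: Single well per compound (singlicate)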
PRMT1 FP inh – inhibitors of human PRMT1; Q99873; recombinant PRMT1, activity-based probe fluorescence polarization; inhibition, % at 2.79 µM; 1.3% of 370,000 active; AID 652257;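 active = inhibition above about 21% made by adding two undisclosed values, limit read from the data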
TDP2 inh – blocks human TDP2 phosphodiesterase activity; O95551; AID 720702; inhibition, % at 12.8 µM; recombinant TDP2, T5PNP hydrolysis, p-nitrophenol absorbance 415 nm; 0.34% of 370,000 active;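 active = inhibition above the mean of all tested compounds plus 3 SD, set per campaign, cut at about 25% in these data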;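 note: 0% = DMSO with enzyme and 100% = buffer with substrate but no TDP2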
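test system = human TDP2 enzyme | input = TDP2 enzyme at 120 nM final | medium = 50 mM Tris-HCl pH 7.5 with Mg2+, KCl, DTT, BSA | also added = T5PNP substrate, 5 mM | times = 2 h at 37 °C | technique = epi absorbance | benchmarks = high control without enzyme, low control DMSO plus TDP2 | replication = each compound tested once, singlicate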
HTRA1 inh – HTRA1 (human) protease inhibition; inhibition, % at 5.96 µM; Q92743; recombinant HTRA1, FP-rhodamine activity-based probe, fluorescence polarization; 0.5% of 340,000 active; in the data active = inhibition above about 36%;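 note: 0% = enzyme with DMSO and 100% = wells lacking enzyme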
PG9 Ab binder – binds the HIV-1 gp120 antibody PG9. inhibition, % at 6.7 µM. TR-FRET gp120-PG9 antibody binding. 0.43% of 360,000 active; in the data active = inhibition above about 8.5%
* hit, by the source's call; x = not tested or not shown.

SMILES	Tn7 DDE FP	LEDGF integ inh	UHRF1 MBD2 ctr	SIAE inh	TCR-CD3 inh	mABHD4 FP	PRMT1 FP inh	TDP2 inh	HTRA1 inh	PG9 Ab binder
O=C(COC(=O)CCSc1ccc(Cl)cc1)NCc1ccc(Cl)cc1	-4	-1	0	-4	4	-3	0	1	-15	-1.0
COc1ccc(CNC(C)C23CC4CC(CC(C4)C2)C3)c(OC)c1OC (configuration not stated)	1	0	1	2	3	0	-3	6	-2	0.1
CCCCCC(=O)Nc1ccc(-c2csc(N)n2)cc1	-5	0	-2	18*	-6	3	4	-6	0	-1.5
CCCCC1OC(CCc2ccccc2)CC2=C1C(=O)OC(C)(C)O2 (configuration not stated)	1	-1	-2	3	5	-2	-1	-5	x	-0.1
CC(C)n1c(CN(C)Cc2ccccc2)nc2c1c(=O)n(C)c(=O)n2C	-2	0	1	2	1	1	1	2	x	-0.1
CCOc1ccc(NC(=O)C2CCCN(S(=O)(=O)c3c(C)nn(C)c3C)C2)cc1 (configuration not stated)	-6	-2	1	-1	-3	2	-1	0	-10	-0.2
CC(=O)c1ccc(OCCCC(=O)Nc2ccc(Cl)c(S(=O)(=O)N3CCOCC3)c2)cc1	-5	-8	4	3	0	-13	8	-12	-9	-0.5
CC(=O)N(CN1C(=O)c2ccc([N+](=O)[O-])cc2C1=O)c1cccc(C(=O)O)c1	-7	-1	-1	6	8	0	-2	1	1	-4.5
O=C(CSc1nnc(CNc2ccc(F)cc2)n1Cc1ccco1)N1CCCC1	1	-5	2	6	3	-1	7	6	2	0.6
O=C(NC1CC1)C1=C[C@@H](c2ccc3c(c2)OCO3)C[C@@H](OCCCCO)O1	2	0	-2	7	2	-3	3	5	-2	-1.6
COc1ccc(S(=O)(=O)Nc2ccc3c(c2)C(=O)N([C@H](C)CO)C[C@H](C)[C@@H](CN(C)C(=O)NC2CCCCC2)O3)cc1	-4	3	1	-2	-2	-3	1	1	-4	-0.8
O=C(Nc1cccc(N2CCCC2)c1)c1cccs1	-2	-3	-2	-4	-8	11	3	8	-2	-1.3
COc1ccccc1N(CC(=O)Nc1ccc(S(=O)(=O)N2CCCCC2)cc1)S(C)(=O)=O	-2	-1	-1	-2	-1	-10	3	2	-1	1.4
Cc1nonc1C(=O)N/N=C/c1ccc(O)c(O)c1	-5	-6	1	9	7	13	4	-4	23	-4.3
COc1cc(C(=O)Nc2ccc3c(c2)C(=O)c2ccccc2C3=O)cc(OC)c1OC	7	3	-2	2	11	-8	-2	3	7	-1.1
O=C(N/N=C(/c1ccccc1)c1ccncc1)c1ccc2c(c1)OCO2	-3	-1	0	-1	7	8	-2	-5	3	-1.0
Cc1ccc(C)c2nc(Cl)c(C#N)cc12	0	-5	2	-11	-4	1	3	1	6	-1.4
Cn1cc(C(c2ccccc2OCC(=O)O)c2cn(C)c3ccccc23)c2ccccc21	0	3	-1	8	8	-14	-1	-1	1	0.1
CN(CCOc1ccccc1)C(=O)c1ccc2c(=O)n3c(nc2c1)CCC3	-5	5	2	-3	9	0	-1	-2	1	-0.5
Cc1cc(NC(=O)CCC(=O)N(Cc2ccco2)C(C(=O)NCC2CCCO2)c2ccncc2)no1 (configuration not stated)	2	-3	4	-4	3	-4	3	-5	-1	-0.2
O=C(COc1ccc([N+](=O)[O-])cc1)NC(=O)NC1CCS(=O)(=O)C1 (configuration not stated)	2	-1	-1	2	-5	0	-2	0	3	-2.1
Nc1c(C(=O)Nc2ccc(Br)cc2)sc2nc(-c3ccco3)ccc12	-13	15*	-4	16	7	6	45*	1	11	2.9
O=[N+]([O-])c1cccc(NN=Nc2ccccc2)c1	0	-1	-3	3	-6	7	4	4	4	0.3
Cc1cc(C)n(CCCN2CCC(C(=O)Nc3cccc(-c4cccc(F)c4)c3)CC2)n1	3	1	1	-5	0	7	-4	-3	-2	-1.1

Part of the list above, set out differently:
Each structure is followed by: Tn7 DDE FP, LEDGF integ inh, UHRF1 MBD2 ctr, SIAE inh, TCR-CD3 inh, mABHD4 FP, PRMT1 FP inh, TDP2 inh, HTRA1 inh, PG9 Ab binder
> O=C(CSc1nnc(CNc2ccc(F)cc2)n1Cc1ccco1)N1CCCC1
→ 1, -5, 2, 6, 3, -1, 7, 6, 2, 0.6
> O=C(NC1CC1)C1=C[C@@H](c2ccc3c(c2)OCO3)C[C@@H](OCCCCO)O1
→ 2, 0, -2, 7, 2, -3, 3, 5, -2, -1.6
> COc1ccc(S(=O)(=O)Nc2ccc3c(c2)C(=O)N([C@H](C)CO)C[C@H](C)[C@@H](CN(C)C(=O)NC2CCCCC2)O3)cc1
→ -4, 3, 1, -2, -2, -3, 1, 1, -4, -0.8
> O=C(Nc1cccc(N2CCCC2)c1)c1cccs1
→ -2, -3, -2, -4, -8, 11, 3, 8, -2, -1.3
> COc1ccccc1N(CC(=O)Nc1ccc(S(=O)(=O)N2CCCCC2)cc1)S(C)(=O)=O
→ -2, -1, -1, -2, -1, -10, 3, 2, -1, 1.4
> Cc1nonc1C(=O)N/N=C/c1ccc(O)c(O)c1
→ -5, -6, 1, 9, 7, 13, 4, -4, 23, -4.3
> COc1cc(C(=O)Nc2ccc3c(c2)C(=O)c2ccccc2C3=O)cc(OC)c1OC
→ 7, 3, -2, 2, 11, -8, -2, 3, 7, -1.1
> O=C(N/N=C(/c1ccccc1)c1ccncc1)c1ccc2c(c1)OCO2
→ -3, -1, 0, -1, 7, 8, -2, -5, 3, -1.0
> Cc1ccc(C)c2nc(Cl)c(C#N)cc12
→ 0, -5, 2, -11, -4, 1, 3, 1, 6, -1.4
> Cn1cc(C(c2ccccc2OCC(=O)O)c2cn(C)c3ccccc23)c2ccccc21
→ 0, 3, -1, 8, 8, -14, -1, -1, 1, 0.1
> CN(CCOc1ccccc1)C(=O)c1ccc2c(=O)n3c(nc2c1)CCC3
→ -5, 5, 2, -3, 9, 0, -1, -2, 1, -0.5
> Cc1cc(NC(=O)CCC(=O)N(Cc2ccco2)C(C(=O)NCC2CCCO2)c2ccncc2)no1 (configuration not stated)
→ 2, -3, 4, -4, 3, -4, 3, -5, -1, -0.2
> O=C(COc1ccc([N+](=O)[O-])cc1)NC(=O)NC1CCS(=O)(=O)C1 (configuration not stated)
→ 2, -1, -1, 2, -5, 0, -2, 0, 3, -2.1
> Nc1c(C(=O)Nc2ccc(Br)cc2)sc2nc(-c3ccco3)ccc12
→ -13, 15*, -4, 16, 7, 6, 45*, 1, 11, 2.9

The results go on.
SMILES	Tn7 DDE FP	LEDGF integ inh	UHRF1 MBD2 ctr	SIAE inh	TCR-CD3 inh	mABHD4 FP	PRMT1 FP inh	TDP2 inh	HTRA1 inh	PG9 Ab binder
O=C(c1cc2ccccn2n1)N1CCN(c2ccccn2)CC1	-2	-4	-3	2	7	-1	-3	-7	-1	-0.9
Cc1ccc(S(=O)(=O)N(C)c2ccc(C(=O)Nc3ccccc3C(=O)N3CCOCC3)cc2)cc1	6	-3	2	-3	0	6	-2	-3	2	-1.7
CCOC(=O)Nc1ccc2c(c1)N(C(=O)CCN(CC)CC)c1ccccc1CC2	-1	-9	-1	-1	-5	-5	2	3	2	-0.9
O=c1ccn(-c2ccccc2)[nH]1	1	5	0	6	5	3	0	6	8	-0.5
O=C(O)c1cc([N+](=O)[O-])c(N2CCCC2)c([N+](=O)[O-])c1	-2	-1	1	1	1	9	0	-2	3	-3.3
COc1ccccc1NC(=O)Cn1cc(C(=O)C2CC2)c2ccccc21	-3	0	0	6	-3	-2	-2	19	-10	-2.7
CN(CCO)c1ccc2c(c1)Oc1ccccc1CN(Cc1cn(Cc3ccc(C(F)(F)F)cc3)nn1)S2(=O)=O	1	-3	0	4	x	5	0	-4	x	x
CC1=NN(C(=O)Cc2ccc([N+](=O)[O-])cc2)C(O)(c2cccnc2)C1 (configuration not stated)	11	-3	-4	-3	4	1	-1	5	10	2.3
CC(=O)N1N=C(N)SC1c1ccc(Cl)c(Cl)c1 (configuration not stated)	-4	1	0	4	-1	4	-2	8	2	0.0
CN(CC1CCOCC1)C(=O)CC1C(=O)NCCN1C/C=C/c1ccccc1 (configuration not stated)	4	-2	-1	-2	95*	0	-1	3	3	1.6
CCc1nccn1S(=O)(=O)c1cc(OC)ccc1OC	-5	4	0	-2	1	0	-9	-1	1	-2.6
COc1ccc(-n2nc3cc(C)c(NC(=S)NC(=O)c4ccccc4C)cc3n2)cc1	-3	4	4	-1	-5	-5	2	-2	0	-1.9
CCSc1ncc(Cl)c(C(=O)Nc2ccccc2)n1	-1	-3	3	-3	-1	-16	2	7	-34	0.2
Cc1cc(C)nc(SCc2ccc(C(=O)NN=C3C4CC5CC(C4)CC3C5)cc2)n1	-4	-2	-4	7	8	-5	-6	8	-46	1.0
CN1C=CC2=C(C#N)C(N)C(C#N)(C#N)C(c3ccccc3)C2C1 (configuration not stated)	-4	-1	-7	4	6	11	15	-2	12	-2.4
COc1cc2c(cc1OC)C(COc1ccc(F)cc1)NCC2 (configuration not stated)	8	-4	1	-5	-1	1	1	-8	2	-0.7
Cn1cccc1CC(=O)NNC(=O)Nc1ccc(Cl)cc1	4	-2	8	-4	-1	0	4	5	-3	-1.2
COc1ccc(CN2CCN(C(=O)c3ccco3)CC2)cc1OC	4	3	-1	1	-1	8	2	5	5	-0.5
CC(C)(C)OC(=O)N1CCC(c2cc(-c3cccs3)n[nH]2)CC1	-14	1	2	-6	6	-1	0	-12	-10	0.4
O=C(CSc1nnc(-c2ccncc2)n1-c1ccc(Cl)cc1)c1ccc(Cl)c(Cl)c1	-5	-2	-76	-3	x	3	-2	-11	x	x
O=C1c2cccc3cccc(c23)C(=O)N1CCCN(C(=O)c1cccs1)c1cccc(F)c1	1	0	3	-1	-2	-4	4	3	-3	0.9
CSc1nnc(CCNC(=O)OC(C)(C)C)o1	-1	7	-1	-5	10	2	-2	-6	6	-2.0
COc1ccc(N(CC(=O)NC2CCCC2)C(=O)CCC(=O)Nc2cc(C)on2)c(OC)c1	-3	-1	-2	0	5	0	-3	-7	9	-3.1
